Compound activity from PubChem.
RORgamma inh = inhibitors of mouse ROR gamma transcriptional activity | 310,000 tested, 5.4% active | Drosophila S2 Gal4-RORgamma UAS-luciferase reporter, 20 h | Potency, µM (top dose mostly 53.6 µM), inactives show top-dose activity change, negative = inhibition, hits mostly inhibitors | AID 2551; further: on the % scale 0 is the no-effect control and ±100 the full control effect; nearly all actives have a fitted effect of over 60% in size
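Schneider cells (Drosophila), stable Gal4 DBD–ROR gamma + UAS-luc; 1 hr cmpd preincubation; Cu2+ induction 700 uM final; 20 hr ambient; luminescence.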
p53 reactivator = mutant p53 re-activation in reporter cells | Potency, µM (doses to about 92.2 µM), inactives show top-dose activity change, positive = activation, most hits filed as activators | 320,000 tested, 0.063% active | AID 504706 | H1299 p53-A138V BP100-luciferase reporter, luminescence, 24 h; further: % of control where 0% means no effect; nearly all actives have a fitted effect of over 45% in size
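p53-null H1299 cells stably carrying temperature-sensitive p53-A138V and a BP100-luciferase reporter were pinned with compounds (4-point, 1:5 series) and held 24 hrs at 37 deg C. Luminescence was read 10 min after detection reagent.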
BRCA1 expr up = activators of BRCA1 expression; MCF7-BRCA1-FFLuc reporter, luminescence, 48 h; response scale: scaled: vehicle 0%, 10 µM genistein 100%; Potency, µM (doses to about 46.1 µM), without a hit: at the highest dose activation, usual class: activators; 380,000 tested, 1.1% active; further: nearly all actives have a fitted effect of over 80% in size; some results filed as inactive show a strong effect at the top dose
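First, MCF7-BRCA1-FFLuc cells (2000/well) attach for 2 h; next, compounds are pin-added and incubated 48 h at 37 °C; finally, luciferase reagent is added and luminescence read after 15 min.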
uPA generation = inhibitors of cell surface uPA generation | Potency, µM (highest dose often 38.3 µM), without a hit: top-dose activity change, negative = inhibition, usual class: inhibitors | cell surface uPA generation assay, qHTS | 330,000 tested, 0.31% active | AID 540303; active means well fitted inhibition curve with a large enough effect; inconclusive means small, poorly fitted or top-dose-only effect; inactive means no such curve, though single readings can be large or run the other way; tested in mouse RAW 264.7 cells; further: on the % scale 0 is the no-effect control and ±100 the full control effect; nearly all actives have a fitted effect of over 55% in size
ELG1 genotoxic = induces genotoxicity in HEK293T cells with luciferase-tagged ELG1 | Potency, µM (top dose mostly 46 µM), inactives show at the top dose activity change, positive = activation, usual class: activators | HEK293T ELG1-luciferase reporter, luminescence, 16 h | 330,000 tested, 1.3% active | AID 504466; further: % of control where 0% means no effect; nearly all actives have a fitted effect of over 60% in size
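Reporter readout depends on ELG1 protein level, which increases with genetic stress. After 16 hr compound exposure at 37 °C, luciferase activity was quantified using ONE-Glo.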
NPC1 prom act = activates the NPC1 promoter; Huh7 NPC1 promoter luciferase reporter, 24 h; Potency, µM (top dose mostly 9.22 µM), without a hit: at the highest dose activation, most hits filed as activators; 320,000 tested, 2.4% active; AID 485313;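 further: % of control where 0% means no effect; nearly all actives have a fitted effect of over 60% in size; reporter is driven by a mutant NPC1 promoter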
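Quantitative HTS used a cell-based reporter: Huh7 cells stably bearing the NPC1 promoter upstream of luciferase were treated with compounds for 24 h, and promoter activation was read as luminescence.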
CXXC DNA block = inhibitors of human MLL CXXC domain-DNA interaction. Q03164. 290,000 tested, 0.037% active. Potency, µM (top dose mostly 115 µM), for the others: top-dose activity change, negative = inhibition, actives largely listed as inhibitors. MLL-CXXC / FITC-HOXA9 DNA fluorescence polarization; active means well fitted inhibition curve with a large enough effect in the polarisation, with a control signal flat, not every such curve was filed as active; inconclusive means small, poorly fitted or top-dose-only effect, or effect the other way, or a change in a side signal; inactive means no such curve, though single readings can be large or run the other way; the % refers to the polarisation
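Purified MLL-CXXC (added from a 7 uM solution) was preincubated 5 min at ambient with pinned compounds in 50 mM Tris-HCl pH 7.5, 50 mM NaCl, 1 mM DTT, 0.05% BSA. Fluorescein-labeled HOX-A9 DNA (50 nM solution) followed, 30 min, then polarization read.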
Rab9 prom act = Rab9 promoter activation. Potency, µM (series often up to 9.22 µM), inactives show at the highest dose activation, negative = inhibition, hits mostly activators. AID 485297. 320,000 tested, 2.8% active. Huh7 Rab9 promoter-luciferase reporter, luminescence, 24 h; further: % of control where 0% means no effect; nearly all actives have a fitted effect of over 60% in size
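Quantitative HTS format; Huh7 Rab9-luciferase reporter cells (1500/well) receive compound 2 h post-plating, incubate 24 h at 37 °C, then get luciferase reagent for 10 min before luminescence reading.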
FLuc modulator = inhibits or activates purified firefly luciferase, miR-21 counter-screen; purified FLuc, Km substrates, luminescence inhibition; 360,000 tested, 6.9% active; Potency, µM (series often up to 57.5 µM), inactives show at the top dose activity change, negative = inhibition, hits mostly inhibitors; AID 588342; P08659;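 further: plate controls were vehicle for no effect and reference inhibitor for full effect; nearly all actives have a fitted effect of over 55% in size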
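Purified P. pyralis luciferase (10nM final) with 10uM D-luciferin and 10uM ATP (Km levels) in 50mM Tris acetate pH 7.5, 10mM Mg acetate, 0.01% Tween-20, 0.05% BSA; qHTS 6-point titration, ~60 µM downward; luminescence read.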
MBNL1 CUG block = blocks human MBNL1 binding to CUG repeat RNA; TR-FRET MBNL1-His/biotin-(CUG)12 binding, 665/545 ratio; AID 2675; 280,000 tested, 0.036% active; Q9NR56; Potency, µM (doses to about 57.5 µM), for the others: at the highest dose activity change, negative = inhibition, actives largely listed as inhibitors; active means well fitted inhibition curve with a large enough effect in the signal ratio, with a control signal flat, not every such curve was filed as active; inconclusive means small, poorly fitted or top-dose-only effect, or effect the other way, or a change in a side signal; inactive means no such curve, though single readings can be large or run the other way; the % refers to the signal ratio; further: on the % scale 0 is the no-effect control and ±100 the full control effect
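Ratiometric TR-FRET (665 over 545 nm, excitation 340 nm) tracks disruption of MBNL1-His/biotin-(CUG)12 complex after 60 min at room temperature, with compounds at 92 nM to 58 uM final.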
VP16 counter = Gal4-VP16 reporter inhibition counter-screen; 310,000 tested, 3.5% active; Potency, µM (doses to about 53.6 µM), inactives show at the highest dose activity, negative = inhibition, hits mostly inhibitors; AID 2546; Drosophila S2 Gal4-VP16 UAS-luciferase, luminescence, 20 h;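 further: Gal4-VP16 expression switched on by copper sulfate through the metallothionein promoter; on the % scale 0 is the no-effect control and ±100 the full control effect; nearly all actives have a fitted effect of over 50% in size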
An asterisk follows results filed as active; ? = inconclusive; . = no result given; [ ] = dose if it differs, or a comment. Unless noted, the call rests on the fitted dose curve; in most records, active means well fitted curve in the direction sought with a large enough effect; inconclusive means small, poorly fitted or top-dose-only effect, or another doubt; inactive means no such curve, though single readings can be large; an effect the other way counts as inactive or inconclusive. Potency means the concentration at half of the fitted maximal effect.

SMILES	RORgamma inh	p53 reactivator	BRCA1 expr up	uPA generation	ELG1 genotoxic	NPC1 prom act	CXXC DNA block	Rab9 prom act	FLuc modulator	MBNL1 CUG block	VP16 counter
C=CCNC(=O)C1CCC(=O)N1S(=O)(=O)c1ccc(C)cc1 (stereo not drawn)	-21.1%	-5.4%	-5.0%	-2.7%	1.4%	-1.6%	-5.1%	1.2%	-0.9%	0.2%	-0.3%
O=C(CSc1nncn1-c1ccccc1)Nc1cccc(S(=O)(=O)N2CCCCC2)c1	17.2%	-1.8%	.	.	-6.2%	2.3%	?	2.2%	-2.2%	.	-8.0%
CN(C)C(=O)C#Cc1ccccc1	10.6%	1.1%	10.6%	-4.2%	-3.1%	-4.2%	5.0%	-1.2%	-7.5%	5.6%	2.9%
NC(=O)CSc1nnc(NC(=O)C23CC4CC(CC(C4)C2)C3)s1	-19.9%	?	54.7%	2.2%	16.5%	?	6.8%	10.9%	?	-0.9%	-17.7%
O=S(=O)(NCc1cccnc1)c1ccc(Cl)c(Cl)c1	-35.6%	1.6%	0.0%	2.0%	-0.8%	1.2%	4.5%	-1.1%	3.5%	0.3%	-17.3%
CC(C)Nc1nnc(SCc2cc(=O)n3ccsc3n2)s1	15.7%	5.2%	30.4%	3.9%	-0.5%	0.4%	7.0%	1.1%	-3.4%	4.9%	-2.3%
CC(C)CN1C(=O)c2ccc(C(=O)NCc3ccc4c(c3)OCO4)cc2C1=O	31.8%	-2.8%	4.8%	0.1%	-1.8%	-5.0%	4.2%	12.4%	-2.9%	3.6%	14.8%
Cc1cccc(N(C)C(=O)c2cc(S(=O)(=O)N3CCc4ccccc43)cn2C)c1	?	4.6%	-26.3%	8.1%	0.2%	3.3%	.	3.0%	-12.9%	-5.8%	-11.1%
Cc1cc2cc(CNC(=S)NC3CCCCC3)ccc2[nH]1	14.1µM*	13.5%	5.6%	-5.3%	-5.9%	-2.7%	-0.1%	2.3%	-12.8%	-11.2%	?
O=C(N/C=N/OCc1ccc(Cl)cc1Cl)NOCc1ncc(C(F)(F)F)cc1Cl	-22.2%	-17.8%	-55.4%	10.3%	0.4%	1.3%	2.1%	1.1%	0.7%	-1.1%	-10.1%
COc1ccc2nc(C)cc(N/N=C/c3ccc(F)cc3)c2c1	3.98µM*	.	2.2%	-2.0%	-16.7%	-38.9%[inhibitor]	70.1%[activator]	-11.9%	16.9µM*	2.5%	5.01µM*
O=C(NCCOc1ccccc1)C(=O)c1c[nH]c2ccccc12	-17.8%	14.0%	64.0%	14.2%	3.9%	11.8%	3.3%	13.6%	26.9µM*	-0.2%	3.1%
O=Cc1cn(CCOc2ccccc2F)c2ccccc12	?	-12.5%	78.1%	?	2.3%	-4.1%	-5.9%	2.9%	?	7.7%	-26.1%
CCCC(=O)Nc1nnc(CCc2ccccc2)s1	17.8%	-8.5%	36.1%	0.8%	-2.6%	4.0%	-3.0%	4.9%	-5.1%	-1.8%	3.5%
CC(=O)Nc1ccc(S(=O)(=O)N(C)CC(=O)Nc2ccccc2N2CCOCC2)cc1	15.9%	-2.7%	-10.5%	7.4%	-0.2%	0.5%	-1.3%	2.3%	2.9%	-4.6%	-6.6%
Cc1cc(S(=O)(=O)N2CCCC2)ccc1OCC(=O)NCc1ccccc1	4.8%	0.5%	9.9%	5.3%	-6.2%	1.0%	-0.1%	4.1%	-15.4%	-5.8%	6.2%
NC(=O)C1CCCN1 (stereo not drawn)	-1.3%	1.9%	-22.7%	-1.2%	-1.4%	-3.7%	-0.3%	5.2%	1.0%	2.6%	1.0%
CC(=O)c1cccc(NC(=O)Nc2ccc(C)cc2)c1	-32.9%	?	14.1µM*	7.8%	?	?	0.7%	?	4.78µM*	-0.3%	?
Cc1ccc(N(CC(=O)Nc2cccc(N(C)S(C)(=O)=O)c2)S(C)(=O)=O)cc1	19.7%	-8.3%	-51.8%	.	-15.6%	-2.5%	9.3%	0.6%	-1.6%	-0.8%	14.1%
COc1cccc(-c2csc(N3CCN(C(=O)NC45CC6CC(CC(C6)C4)C5)CC3)n2)c1	-3.7%	8.8%	-59.9%	-3.2%	-7.5%	-5.9%	31.9%[activator]	2.1%	?	29.2%	2.6%
O=C(N/N=C/c1ccc([N+](=O)[O-])cc1)c1cccc2cc[nH]c12	-12.0%	24.9%	3.0%	11.8%	7.0%	-2.4%	8.7%	28.0%	0.4%	17.9%	-3.2%
COCCOC(=O)c1c(NC(=O)COC(=O)c2ccc(C)o2)sc(C(N)=O)c1C	.	-7.6%	-2.9%	-6.4%	-3.5%	-5.7%	.	-7.0%	2.8%	.	.
N#CC(c1ccc(Cl)nn1)c1c(F)cccc1Cl (stereo not drawn)	3.3%	-5.0%	-3.1%	-12.5%	-3.3%	-2.1%	4.3%	-5.0%	0.9%	1.2%	-0.7%
O=C(c1ccc2c(c1)OCO2)N1CCN(c2ccc(C(F)(F)F)cn2)CC1	9.9%[10 µM]	-13.7%	-3.9%	-4.9%	-6.0%	2.0%	3.3%	0.0%	3.7%	.	-6.7%
CCCC1=C([O-])C2N=CC=CC2=[N+](c2ccccn2)C1=O (stereo not drawn)	18.1%	-1.1%	-23.6%	-3.0%	-1.6%	-1.8%	5.0%	0.2%	2.3%	15.7%	5.7%
Continuation:
SMILES	RORgamma inh	p53 reactivator	BRCA1 expr up	uPA generation	ELG1 genotoxic	NPC1 prom act	CXXC DNA block	Rab9 prom act	FLuc modulator	MBNL1 CUG block	VP16 counter
O=C(CSc1nnc(SCc2ccc(Cl)cc2)s1)N/N=C/c1ccccc1C(=O)O	-11.2%	3.0%	6.9%	-7.7%	0.2%	4.0%	-11.5%	2.2%	10.7µM*	-7.6%	-5.0%
Cc1cccc2cc(CN(CCN(C)C)C(=S)Nc3ccccc3)c(=O)[nH]c12	4.5%	-0.2%	-9.5%	0.3%	-0.8%	-1.3%	13.9%	-4.6%	3.5%	-4.9%	4.6%
COc1ccc(S(=O)(=O)N2CCCCCC2)cc1C(=O)Nc1ccc(C)cn1	.	0.5%	-6.0%	-3.2%	-5.9%	-1.0%	.	-5.0%	3.3%	.	.
CCCCC1(C)OC(=O)C(=Cc2ccc(-c3ccc(Cl)c(C(=O)O)c3)o2)C(=O)O1 (stereo not drawn)	-30.3%	8.3%	-1.6%	0.5%	0.2%	3.4%	39.8µM*	-1.7%	?	14.0%	1.2%
O=C(c1ccc(COc2ccccc2[N+](=O)[O-])o1)N1CCCCC1	25.7%	?	53.6%	.	6.1%	23.6%	5.5%	26.1%	?	19.5%	14.5%
COc1ccc(C(=O)N2CCN(S(=O)(=O)c3ccc(Br)cc3)CC2)cc1	.	-2.1%	-6.8%	2.5%	1.6%	-1.8%	.	0.7%	4.1%	.	.
CCOC(=O)CN1C(=O)NC2NC(=O)NC21 (stereo not drawn)	?	?	9.1%	4.8%	0.7%	3.0%	-5.3%	-6.0%	1.3%	?	0.1%
COc1cc(/C=N/NC(=S)N/N=C/c2cc(OC)c(OC)c(OC)c2)cc(OC)c1OC	?	18.6%	17.6%	-10.0%	?	25.1%	-1.6%	20.0%	0.213µM*	.	3.98µM*
O=C(CN1C(=O)CSc2ccccc21)N1CCc2ccccc21	-30.6%[0.365 µM]	-14.9%	12.6%	.	0.9%	-2.8%	4.6%	3.9%	0.5%	-4.4%	.
Cc1noc(C)c1C(=O)NCCCN1CCCC1=O	2.0%	7.7%	0.5%	.	4.3%	-2.6%	-4.1%	-7.4%	1.7%	-6.6%	1.2%
COc1ccc(CN([C@H](C)CO)S(=O)(=O)N(Cc2ccccc2)[C@H](CO)C(C)C)cc1	.	17.3%	0.0%	0.2%	-1.3%	-0.3%	.	2.7%	-3.1%	.	.
Cc1cccc(C)c1NC(=O)CNC(=O)c1c(C)nn(C)c1Cl	5.3%	2.2%	0.2%	2.3%	-4.2%	-6.8%	1.8%	-3.1%	-0.7%	-1.9%	0.0%
CC1CCC(NC(=O)C2COc3ccccc3O2)CC1 (stereo not drawn)	.	8.9%	10µM*	2.8%	14.6µM*	17.5%	.	20.0%	-4.8%	.	.
N#Cc1ccc(NC(=O)CSc2nc3[nH]c(=O)cc(O)c3s2)cc1	.	9.3%	-7.3%	7.6%	-1.0%	-2.6%	.	?	0.2%	.	.
COc1ccc([N+](=O)[O-])cc1NC(=O)c1ccc(N2C(=O)CCC2=O)cc1	-2.3%	-0.1%	-5.7%	1.0%	3.8%	-3.3%	15.7%	3.0%	3.3%	18.8%	-7.1%
COc1cc(OC)cc(C(=O)N2CCCC(Nc3ccc(F)cc3)C2)c1 (stereo not drawn)	-1.2%	-13.4%	2.3%	-0.4%	1.3%	-3.0%	-11.3%	0.4%	4.8%	-4.5%	2.2%

An excerpt (hit frequency here may not be typical).
